Bioassay records as filed in PubChem.
LGR2 inh: blocks bursicon-induced cAMP signaling via Drosophila LGR2 | HEK293 LGR2, CRE-luciferase, bursicon-stimulated, 4 h | inhibition, % at 9.99 µM | 380,000 compounds, 0.35% hits | AID 720647;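 active = drop in luminescence signal, shown as inhibition above about 50% in the replicate tests, limit read from the data, passing the limit was not always enough; inconclusive = probably only some replicates passing the limit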;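 note: agonist challenge used bursicon conditioned medium at about half maximal strength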
Starred values were filed as active, the others as inactive. This is a subset, so the mix of outcomes need not match the whole.

Start of the listing, in advance:
CC(C)C(=O)Nc1ccccc1C(=O)OCC(=O)c1ccc2c(c1)OCCO2 was read as LGR2 inh -31.
`CCOc1ccc(OCCOCCNCCOC)cc1` gave LGR2 inh -12.

The listing, from the first entry:
CC(C)C(=O)Nc1ccccc1C(=O)OCC(=O)c1ccc2c(c1)OCCO2 was read as LGR2 inh -31.
`CCOc1ccc(OCCOCCNCCOC)cc1` gave LGR2 inh -12.
For CCCCn1c(SCC(=O)/C(C#N)=C(\C)N)nc2ccccc2c1=O the results were LGR2 inh -3.
For Cc1nn2c(N3CCN(C(=O)c4ccco4)CC3)cc(C(C)(C)C)nc2c1-c1ccccc1 the results were LGR2 inh 13.
CN1CCN(CC(=O)Nc2nc(-c3ccccc3)cs2)CC1 was read as LGR2 inh -11.
Screening Cc1ccc(S(=O)(=O)NCCC(=O)Nc2cccc(Cl)c2)cc1 returned LGR2 inh 17.
For CCCCCCCC(=O)NNC(=O)CC(=O)Nc1ccccc1C(=O)O the results were LGR2 inh 19.
For COc1ccc2c3c(n(C)c2c1)[C@@H](CO)N(C(=O)c1ccccc1)CC31CN(C)C1 the results were LGR2 inh -10.
`N#Cc1nc(-c2cccs2)oc1NCc1ccc(Cl)cc1` gave LGR2 inh -9.
CNC(=S)N(Cc1ccc2c(c1)OCO2)C1CC(=O)N(c2ccc(F)cc2)C1=O (centres undefined) was read as LGR2 inh inconclusive.
Screening CC1=CC(C)(C)Nc2ccc(OC(=O)C(Cc3ccccc3)N3C(=O)C4CCCCC4C3=O)cc21 (centres undefined) returned LGR2 inh 11.
COc1cccc(C(=O)CSc2nnc(CNS(=O)(=O)c3ccc(C)cc3)n2C)c1 was read as LGR2 inh -15.
`CCCOc1ccc(NC(=O)OC2CCN(C)CC2)cc1` gave LGR2 inh -7.
`CCOC(=O)C1=C(C)NC(C)=C(C(=O)OCC)C1c1cccs1` gave LGR2 inh 6.
`Cc1cc(C)n(-c2cc(N3CCN(S(=O)(=O)c4ccc(Br)cc4)CC3)ccc2[N+](=O)[O-])n1` gave LGR2 inh 1.
For Cc1nn(Cc2ccc(C(=O)NC(C)(C)C)o2)c(C)c1Br the results were LGR2 inh 8.
COc1ccc(CN2CC3(CN(C(=O)C4CCOCC4)C3)c3c(n(C)c4cc(OC)ccc34)[C@@H]2CO)cc1 was read as LGR2 inh 1.
`O=C(C1CC1)N(CCN(C(=O)C1CC1)c1ccccc1)c1ccccc1` gave LGR2 inh -17.
Screening CCCNC(=O)N1CC2(C1)CN(C(C)=O)[C@H](CO)c1[nH]c3cc(OC)ccc3c12 returned LGR2 inh -21.
For Cc1[nH]c2ccccc2c1C(=O)/C=C\c1ccccc1Cl the results were LGR2 inh -45.
`CC(C)(C)Cn1c(=O)[nH]c(=O)c2cc([N+](=O)[O-])cnc21` gave LGR2 inh 18.
For CCOc1ccc(NC(=O)C2CC(C)=C(C)CC2C(=O)O)cc1 (centres undefined) the results were LGR2 inh 3.
Screening Cc1nnsc1C(=O)Nc1ccccc1 returned LGR2 inh -2.
`O=C(CSc1nc2ccc([N+](=O)[O-])cc2[nH]1)NC1CCCCCC1` gave LGR2 inh -5.
Cc1nc(NC(=O)CSc2ccc(-c3nc4ccccc4[nH]3)cn2)sc1C was read as LGR2 inh 8.
For O=C(COC(=O)CNC(=O)c1ccc(Cl)cc1)Nc1ccc2c(c1)OCCO2 the results were LGR2 inh -4.
Cc1cccc(C)c1NC(=S)N(C)CCc1ccccn1 was read as LGR2 inh -1.
CC(C)CSc1nc2ccccc2c(=O)[nH]1 was read as LGR2 inh -12.
Screening CCC(C)(C(=O)NC1CCCCC1)N(C(=O)Cc1cccs1)c1ccccc1 (centres undefined) returned LGR2 inh -22.
`Cc1nnc(SCC(=O)NC2CCCCC2)n1C1CCCCC1` gave LGR2 inh -2.
Cc1nn2c(=O)c(NC(=O)c3ccc(F)cc3)cnc2s1 was read as LGR2 inh 1.
Screening Cc1ccc(C)c(N(C)S(=O)(=O)c2ccc3[nH]cc(C(=O)NCCN4CCOCC4)c(=O)c3c2)c1 returned LGR2 inh -21.
`CCNC(=O)c1c(NC(=O)C2COc3ccccc3O2)sc2c1CCCC2` (centres undefined) gave LGR2 inh -2.
Screening O=C(c1ccco1)N1C2C=CC(C2)C1(C(F)(F)F)C(F)(F)F (centres undefined) returned LGR2 inh 6.
For C=CCn1c(SCC(=O)N2N=C(c3ccco3)CC2c2ccco2)nnc1-c1ccncc1 (centres undefined) the results were LGR2 inh 6.
Screening CCC(=O)N1CCC2(CC1)CN(CC1CCCCC1)[C@@H](CO)c1c2c2ccc(OC)cc2n1C returned LGR2 inh -32.
Cc1ccccc1/C=N\NC(=O)c1ccc(Cn2cccn2)o1 was read as LGR2 inh -15.
Screening O=C(COC(=O)/C=C/c1cccs1)NC(c1ccccc1)c1ccccc1 returned LGR2 inh 10.
Screening C/C(=N\NC(=O)c1ccc(Cn2cc(Br)cn2)o1)c1cccc(NC(=O)C(C)C)c1 returned LGR2 inh 17.
CCOc1ccc(C(=O)NCc2ccccc2OC)cc1 was read as LGR2 inh -1.
NC(=O)CCN1CCN(CCOC2Cc3cc(Cl)ccc3Sc3ccccc32)CC1 (centres undefined) was read as LGR2 inh -3.
Screening C/C(=N\NC(=O)C1CC1)c1cccnc1 returned LGR2 inh 3.
Screening COCC(=O)N1CC2(C1)CN(C(=O)CN1CCOCC1)[C@@H](CO)c1c2c2ccc(OC)cc2n1C returned LGR2 inh -6.
`Cc1ccc(C2=NC(C(F)(F)F)(C(F)(F)F)c3c(n(-c4ccc(F)cc4)c(=O)[nH]c3=O)N2)cc1` gave LGR2 inh -8.
O=C(Nc1ccc(Cl)c(Cl)c1)Nc1ccc(Br)cc1F was read as LGR2 inh -1.
Screening Cc1ccc(-n2cccc2/C=N/n2cnnc2)cc1Cl returned LGR2 inh -2.
Screening CC1CCCCN1Cc1ccc(-c2nn[nH]n2)cc1 (centres undefined) returned LGR2 inh 23.
Screening Cc1ccc(NC(=O)CNS(=O)(=O)c2cccs2)cc1F returned LGR2 inh -31.
`CCOC(=O)c1cccc(NC(=O)COC)c1` gave LGR2 inh 6.
COc1ccc(C(=O)n2nc(-c3ccccc3)nc2SC)cc1 was read as LGR2 inh -4.

Sorted by formula weight (rising): 16 of the compounds above.
Screening C/C(=N\NC(=O)C1CC1)c1cccnc1 returned LGR2 inh 3.
`CCOC(=O)c1cccc(NC(=O)COC)c1` gave LGR2 inh 6.
Screening CC1CCCCN1Cc1ccc(-c2nn[nH]n2)cc1 (centres undefined) returned LGR2 inh 23.
CCOc1ccc(C(=O)NCc2ccccc2OC)cc1 was read as LGR2 inh -1.
Screening Cc1ccc(-n2cccc2/C=N/n2cnnc2)cc1Cl returned LGR2 inh -2.
Cc1ccccc1/C=N\NC(=O)c1ccc(Cn2cccn2)o1 was read as LGR2 inh -15.
COc1ccc(C(=O)n2nc(-c3ccccc3)nc2SC)cc1 was read as LGR2 inh -4.
Screening Cc1ccc(NC(=O)CNS(=O)(=O)c2cccs2)cc1F returned LGR2 inh -31.
Screening O=C(COC(=O)/C=C/c1cccs1)NC(c1ccccc1)c1ccccc1 returned LGR2 inh 10.
`CCNC(=O)c1c(NC(=O)C2COc3ccccc3O2)sc2c1CCCC2` (centres undefined) gave LGR2 inh -2.
NC(=O)CCN1CCN(CCOC2Cc3cc(Cl)ccc3Sc3ccccc32)CC1 (centres undefined) was read as LGR2 inh -3.
Screening CCC(=O)N1CCC2(CC1)CN(CC1CCCCC1)[C@@H](CO)c1c2c2ccc(OC)cc2n1C returned LGR2 inh -32.
Screening C/C(=N\NC(=O)c1ccc(Cn2cc(Br)cn2)o1)c1cccc(NC(=O)C(C)C)c1 returned LGR2 inh 17.
`Cc1ccc(C2=NC(C(F)(F)F)(C(F)(F)F)c3c(n(-c4ccc(F)cc4)c(=O)[nH]c3=O)N2)cc1` gave LGR2 inh -8.
Screening COCC(=O)N1CC2(C1)CN(C(=O)CN1CCOCC1)[C@@H](CO)c1c2c2ccc(OC)cc2n1C returned LGR2 inh -6.
Screening Cc1ccc(C)c(N(C)S(=O)(=O)c2ccc3[nH]cc(C(=O)NCCN4CCOCC4)c(=O)c3c2)c1 returned LGR2 inh -21.

Additional records:
`CCOC(=O)N1CCN(C(=O)C(CC(C)C)NS(=O)(=O)c2ccc3c(c2)oc(=O)n3C)CC1` (centres undefined) gave LGR2 inh 15.
For O=C(COC(=O)c1ccccc1NC(=O)C1CC1)c1ccc2c(c1)OCCO2 the results were LGR2 inh -6.
For CCN(CC)C(=O)C1CCCN(c2ccc([N+](=O)[O-])cc2/C=N/NC(=O)c2ccccc2)C1 (centres undefined) the results were LGR2 inh 13.
Screening CCSc1cc(N2CCCC2)nc(-c2ccc(C)cc2)n1 returned LGR2 inh 5.
Screening COc1cccc(-n2ccnc2SCC(=O)Nc2cc(OC)ccc2OC)c1 returned LGR2 inh -30.
Screening N/C(=N\OC(=O)Oc1ccccc1)c1ccc([N+](=O)[O-])cc1 returned LGR2 inh 15.
For Nc1nc(-c2ccc([N+](=O)[O-])cc2)cs1 the results were LGR2 inh 1.
`CCCNC(=O)N1CC2(CCN(C)CC2)c2c(n(C)c3cc(OC)ccc23)[C@H]1CO` gave LGR2 inh -3.
For CCOc1ccc(N2C(=O)/C(=C\c3ccccc3OC)S(=O)(=O)C2c2cccc([N+](=O)[O-])c2)cc1 (centres undefined) the results were LGR2 inh 5.
For C(=N\c1ncnc2sccc12)/NOCc1ccccc1 the results were LGR2 inh 15.
For COc1ccc(NS(=O)(=O)c2cc(NC(=O)[C@@H](NC(=O)c3ccccc3)C(C)C)ccc2C)cc1 the results were LGR2 inh 1.
O=C(CSc1ncnc2c1cnn2-c1ccc(F)cc1)NCc1ccc2c(c1)OCO2 was read as LGR2 inh -10.
For COc1ccc(CCNC(=O)CSc2nn(-c3ccccc3)c(=S)s2)cc1OC the results were LGR2 inh -3.
`CN1CCN(C(=O)c2ccc3c(=O)n4c(nc3c2)CCCCC4)CC1` gave LGR2 inh 2.
Clc1ccc(CNc2ccc(CNc3ncn[nH]3)cc2)cc1 was read as LGR2 inh -31.
For CC1Cc2ccccc2N1C(=O)CSc1nnnn1-c1ccc2c(c1)OCCO2 (centres undefined) the results were LGR2 inh 17.
For COc1ccc2c3c(n(C)c2c1)[C@@H](CO)N(Cc1nccs1)CC31CCN(C(C)=O)CC1 the results were LGR2 inh -13.
Screening CN(CC(=O)N1CCCCCC1)S(=O)(=O)c1ccc(Br)s1 returned LGR2 inh -19.
Screening CCN(CC)CCCNC(=O)c1cc(-c2cccc(Cl)c2)on1 returned LGR2 inh 3.
For CC1C/C(=C\c2cccnc2)C(=O)/C(=C/c2cccnc2)C1 (centres undefined) the results were LGR2 inh 85*.
`COc1ccc2c3c(n(C)c2c1)[C@H](CO)NCC31CN(C(C)=O)C1` gave LGR2 inh -26.
Screening COc1ccc(CCC(=O)Nc2cccc(Cl)c2)cc1 returned LGR2 inh -5.
For CCN(CC)S(=O)(=O)c1ccc(C(=O)NCCc2cc3c(OC)ccc(OC)c3[nH]c2=O)cc1 the results were LGR2 inh 14.
`COc1ccc2c3c([nH]c2c1)[C@@H](CO)N(C(=O)Cc1ccccn1)CC31CN(Cc2ccccn2)C1` gave LGR2 inh -15.
Screening CCOC(=O)N1CCN(C(=O)c2ccc(CNS(=O)(=O)c3ccc(OC)cc3)cc2)CC1 returned LGR2 inh -30.
For CC(=O)c1c(C)[nH]c(C(=O)CSc2nnc(-c3ccccc3)n2Cc2ccc3c(c2)OCO3)c1C the results were LGR2 inh 24.
Cc1cc(=O)c2ccccc2n1CC(=O)NCc1ccccc1 was read as LGR2 inh 5.
O=C(CNS(=O)(=O)c1cccs1)N1CCN(c2ccccn2)CC1 was read as LGR2 inh 21.
`CCc1nnc(NC(=O)CCC(=O)N2CCN(CCOc3ccc(C)cc3)CC2)s1` gave LGR2 inh 13.
For CC(C)(C)NC(=O)c1cc(C(C)(C)C)c(O)c(C(C)(C)C)c1 the results were LGR2 inh 6.
C/C(Cn1nc([N+](=O)[O-])cc1C)=N\NC(=O)COc1ccc(Cl)cc1Cl was read as LGR2 inh -9.
Screening COc1ccc(S(=O)(=O)N2CCN(CC(=O)Nc3cccc(F)c3)CC2)cc1 returned LGR2 inh -17.
For COC(=O)N/N=C/c1cc(Cl)c(OCc2ccc(F)cc2)c(OC)c1 the results were LGR2 inh -4.
Screening c1ccc(-c2noc(C34CC5CC(CC(C5)C3)C4)n2)cc1 returned LGR2 inh -47.
Screening CCCCn1c(N)c(N(CC)C(=O)CCc2ccccc2)c(=O)[nH]c1=O returned LGR2 inh -1.
For COc1ccc(C(=O)NC(Nc2ccc(C)cc2)C(Cl)(Cl)Cl)cc1 (centres undefined) the results were LGR2 inh 1.
Screening COc1ccc2c3c(n(C)c2c1)[C@H](CO)N(C(=O)Nc1ccccc1F)CC31CCN(C(=O)c2ccccc2)CC1 returned LGR2 inh 9.
`OC(COCc1ccco1)CN1CCN(c2ccccc2)CC1` (centres undefined) gave LGR2 inh 6.
`Cc1ccc2c(c1)N(C(=O)CCC(=O)N1CCc3ccccc3C1)CCO2` gave LGR2 inh -3.
For O=C(COc1ccccc1Br)NC1CCCC1 the results were LGR2 inh -10.
O=C(COc1ccccc1Br)NCCc1nc2ccccc2[nH]1 was read as LGR2 inh -2.
CN(C)S(=O)(=O)c1ccc(Cl)c(NC(=O)COC(=O)CCSc2ccccc2)c1 was read as LGR2 inh -19.
`CC(C)(C)c1ccc(OCC(=O)Nc2ccc(-c3nc4cccnc4o3)cc2)cc1` gave LGR2 inh -44.
`Fc1ccccc1/C=C/c1ccc2ccccc2n1` gave LGR2 inh 90*.
`CCS(=O)(=O)N1CCC2(CC1)CN(S(=O)(=O)c1cn(C)cn1)[C@H](CO)c1[nH]c3cc(OC)ccc3c12` gave LGR2 inh -13.
For CCS(=O)(=O)N1CC2(CN(Cc3cccnc3)[C@@H](CO)c3c2c2ccc(OC)cc2n3C)C1 the results were LGR2 inh 5.
For CCCOc1ccc(C2NC(=S)NC(c3ccccc3)=C2C(=O)Nc2ccc(C)cc2)cc1OC (centres undefined) the results were LGR2 inh 17.
Screening CNC(=S)N1N=C(c2ccccc2)CC1c1ccc(OC)c(OC)c1 (centres undefined) returned LGR2 inh -5.
